# Bioassay records deposited in PubChem BioAssay by Broad Institute.
# LGR2 antag = inhibitors of bursicon-induced LGR2 CRE-luciferase signal, primary screen, cell-based, HEK293, CRE-luciferase reporter, bursicon stimulation | Drosophila bursicon receptor LGR2 (rickets) | bursicon-stimulated, 4 h | inhibition, % at 9.99 µM | 380,000 tested, 0.35% active | AID 720647, 2013;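 active means drop in luminescence signal, shown as inhibition above about 50% in the replicate tests, limit read from the data, passing the limit was not always enough; inconclusive means probably only some replicates passing the limit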;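 further: agonist challenge used bursicon conditioned medium at about half maximal strength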
# EWS-Fli inh = EWS/Fli-driven NR0B1 reporter inhibitors, primary screen, A673 cells, NR0B1 luciferase, luminescence, MLPCN library; viability-normalised; 350,000 tested, 0.67% active; inhibition, % at 12.6 µM;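 active means mean inhibition of at least 50% after viability correction, with every replicate also passing that limit; inconclusive means mean reaches 50% but only one of two replicates passes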;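 further: firefly luciferase signal divided by Alamar Blue viability fluorescence both relative to DMSO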
# PAX8 reporter = inhibitors of PAX8-driven TPO luciferase reporter, primary screen, RMG-I cells, single concentration; SteadyGlo, 24 h; inhibition, % at 12.6 µM; 360,000 tested, 1.2% active; AID 652154, 2013;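 active means mean replicate inhibition at least 60% with every replicate also reaching 60%; inconclusive means only one of the two criteria is met; inactive means mean below 60% and not all replicates reaching 60%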;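 further: luciferase light reporting Pax8 driven TPO promoter activity; plate controls were median of neutral control wells for no effect and mitoxantrone controls for full effect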
# PGC1a acetyl inh = inhibitors of PGC1a acetylation signal, primary screen, cell-based, U2OS, AlphaScreen, inhibitor mode | inhibition, % at 15.6 µM | AID 651687, 2012 | AlphaScreen anti-acetyl-lysine; with virally co-expressed GCN5 acetyltransferase | 350,000 tested, 0.17% active;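 active means every replicate shows inhibition of at least 40%; inconclusive means mean inhibition at least 40% but some replicate below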;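 further: 0% = neutral control wells and 100% = positive control wells; some results beyond the cut were filed as inactive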
# S100A4 inh HTS = inhibitors of S100A4-myosin IIA peptide binding, primary screen, biochemical, fluorescence polarization, TAMRA-MyoIIA peptide; Protein S100-A4 (Homo sapiens), P26447; inhibition, % at 10.7 µM; 360,000 tested, 0.14% active; AID 652163, 2013;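 active means mean inhibition of at least 70% across replicates, with every replicate also reaching that level; inconclusive means mean inhibition reaches 70% but some replicates fall short; inactive means mean inhibition below 70%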
# Target sequence (P26447 whole entry, looked up): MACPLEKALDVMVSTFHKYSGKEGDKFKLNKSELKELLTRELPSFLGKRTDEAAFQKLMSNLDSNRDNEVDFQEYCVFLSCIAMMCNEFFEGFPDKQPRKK
#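 Material: S100A4 monomer protein | Medium: HEPES pH 7.2 with CaCl2, KCl, NaCl, DTT, Triton | Reagent: Labelled myosin peptide probe, 5 nM | Doses: One dose per compound | Times: 5 min incubation before reading | Benchmarks: Neutral control DMSO, positive control TFP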
# ERAP1 HTS inh = human ERAP1 aminopeptidase inhibitors, primary screen, biochemical, single point, plate reader; recombinant ERAP1, Leu-AMC fluorescence, 60 min; inhibition, % at 10.7 µM; 340,000 tested, 0.15% active; Endoplasmic reticulum aminopeptidase 1 (Homo sapiens), Q9NZ08; AID 652197, 2013;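 active means mean replicate inhibition of at least 30%, or all replicates individually reaching that 30% level; inactive means mean below 30% and not every replicate reaching it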;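 further: 0% = neutral control wells and 100% = L-leucinethiol positive control wells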
# Target sequence (Q9NZ08 whole entry, looked up): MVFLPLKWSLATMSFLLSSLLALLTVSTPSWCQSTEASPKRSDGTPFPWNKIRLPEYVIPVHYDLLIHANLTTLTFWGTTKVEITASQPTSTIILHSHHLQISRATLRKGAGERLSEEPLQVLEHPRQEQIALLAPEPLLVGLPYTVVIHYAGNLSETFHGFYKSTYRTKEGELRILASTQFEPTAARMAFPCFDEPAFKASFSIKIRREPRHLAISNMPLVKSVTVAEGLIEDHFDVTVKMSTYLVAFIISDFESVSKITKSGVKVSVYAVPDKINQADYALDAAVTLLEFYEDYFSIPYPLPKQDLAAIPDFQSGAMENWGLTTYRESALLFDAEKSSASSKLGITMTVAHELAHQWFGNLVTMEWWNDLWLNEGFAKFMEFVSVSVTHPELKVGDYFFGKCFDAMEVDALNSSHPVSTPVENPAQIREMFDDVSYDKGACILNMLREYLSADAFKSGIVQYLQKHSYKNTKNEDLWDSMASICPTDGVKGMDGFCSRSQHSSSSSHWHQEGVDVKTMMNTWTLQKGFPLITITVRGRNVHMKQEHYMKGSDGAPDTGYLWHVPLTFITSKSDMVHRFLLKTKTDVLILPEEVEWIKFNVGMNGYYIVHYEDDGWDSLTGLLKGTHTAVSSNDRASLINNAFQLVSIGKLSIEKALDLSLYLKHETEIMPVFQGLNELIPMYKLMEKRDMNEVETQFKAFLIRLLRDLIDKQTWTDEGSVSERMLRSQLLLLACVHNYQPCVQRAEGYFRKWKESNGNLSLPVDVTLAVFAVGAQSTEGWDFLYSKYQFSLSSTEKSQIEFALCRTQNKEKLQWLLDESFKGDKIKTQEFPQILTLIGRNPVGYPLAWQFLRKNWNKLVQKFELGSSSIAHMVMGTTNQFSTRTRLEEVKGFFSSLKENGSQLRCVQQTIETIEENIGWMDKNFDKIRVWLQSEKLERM
# FN deposition inh = inhibitors of fibronectin matrix deposition, primary screen, AH1F cells, Alexa488-fibronectin fluorescence, plate reader; AH1F fibroblasts, overnight; inhibition, % at 12.6 µM; 350,000 tested, 0.086% active;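 active means mean inhibition across replicates of 30% or more, regardless of how many single replicates reach that level; inconclusive means mean under 30% yet at least half of replicates reach 30%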;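 further: positive control wells lacked labelled fibronectin entirely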
#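 Material: AH1F fibroblasts assembling fluorescent fibronectin matrix; amount: 10000 AH1F cells/well; medium: DMEM, 2% serum; reagent: Alexa488-fibronectin, 24 nM final in well; dosing: single compound dose, delivered by pin transfer; incubation: 1 h adhesion, overnight exposure; detection: fluorescence after three HBSS washes, excitation 485 nm, emission 525 nm; measure: fibronectin deposition inhibition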
# PglD DTNB = C. jejuni PglD acetyltransferase inhibitors, primary screen, biochemical, DTNB colorimetric, single point; UDP-N-acetylbacillosamine N-acetyltransferase PglD (Campylobacter jejuni); purified PglD enzyme, DTNB colorimetric CoA detection; inhibition, % at 12.5 µM; 360,000 tested, 0.098% active; AID 602405, 2012; in the data active means inhibition above about 16%, passing the limit was not always enough; inconclusive means no clear call, values can overlap the other calls; further: strong numbers were not always called active
# Starred values were filed as active, the others as inactive; ? = inconclusive; / = no result given; & = joins results of further samples. Rows were taken by chance. About 2.1% of those tested had a hit in this group.
SMILES	PAX8 reporter	ERAP1 HTS inh	LGR2 antag	PglD DTNB	S100A4 inh HTS	FN deposition inh	EWS-Fli inh	PGC1a acetyl inh
CCCNC(=O)N1C[C@H]2[C@@H](c3ccccc31)[C@H](CO)N2CC1CCCCC1	3.5	0.2	-30.9	0.0	-6.1	3.0	-4.1	-5.1
COCC(=O)N1CC[C@@H]2[C@H]1c1cc(-c3ccc(F)cc3)ccc1N(C)[C@H]2CO	4.2	0.5	-4.9	0.8	-7.1	-7.3	0.8	-5.1
Cc1ccc(NC2c3ccccc3C(=O)N2CCN2CCOCC2)cc1 (stereo unspecified)	-19.1	-1.9	1.9	2.2	-6.5	/	-0.1	/
C[C@H](CO)N1C[C@H](C)[C@H](CN(C)S(=O)(=O)c2cccc(F)c2)Oc2ncc(C#Cc3ccc(F)cc3)cc2C1=O	17.3	7.1	13.6	0.7	2.6	9.5	14.1	10.4
N#C[C@@H]1[C@@H](c2ccccc2-c2ccccc2)[C@@H](CO)N1C(=O)NC1CCCC1	8.8	16.2	5.1	/	-3.4	0.7	-0.3	3.5
CC(=O)N1CC2(C)CN(C(C)=O)CC(C)(C1)C2=O	0.8	/	/	2.6	/	-4.2	/	-5.5
CCSc1nnc(CCNS(=O)(=O)c2ccc(C(C)=O)cc2)n1C	-1.2	-0.1	8.1	-1.9	-1.9	-6.6	0.4	/
CC(C)OC(=O)C1C(=O)CC(C)(O)C(C(=O)OC(C)C)C1c1ccc(F)cc1 (stereo unspecified)	/	-0.5	-4.5	/	7.0	/	-5.5	/

# An excerpt from above with just PglD DTNB.
compound,PglD DTNB
Cc1ccc(NC2c3ccccc3C(=O)N2CCN2CCOCC2)cc1 (stereo unspecified),2.2
COCC(=O)N1CC[C@@H]2[C@H]1c1cc(-c3ccc(F)cc3)ccc1N(C)[C@H]2CO,0.8

# Going on with the list.
SMILES	PAX8 reporter	ERAP1 HTS inh	LGR2 antag	PglD DTNB	S100A4 inh HTS	FN deposition inh	EWS-Fli inh	PGC1a acetyl inh
C[C@@H]1CCCCO[C@@H](CN(C)C(=O)c2ccncc2)[C@H](C)CN([C@H](C)CO)C(=O)c2cc(NC(=O)C3CCCCC3)ccc2O1	18.0	1.2	-3.8	2.9	-0.2	/	-2.2	-1.3
COc1ccc(-c2ccc(C(=O)Nc3cccc(Oc4ccccc4)c3)c3occc23)c(C)c1	-2.4	8.3	9.4	-5.0	2.2	-17.7	-2.7	-5.7
COc1ccccc1/C=N/N1C(=O)C(CC(=O)Nc2ccc([N+](=O)[O-])cc2OC)SC1=Nc1cccc(C)c1C (stereo unspecified)	35.1	-1.7	5.9	/	-0.2	-5.6	48.2	/
C[C@@H]1CCCCO[C@@H](CN(C)Cc2ccc(Cl)c(Cl)c2)[C@@H](C)CN([C@@H](C)CO)C(=O)c2cc(NS(C)(=O)=O)ccc2O1	7.9	-0.7	-9.1	-1.9	0.7	/	2.7	/
Cc1ccc([N+](=O)[O-])cc1S(=O)(=O)Nc1ccc(C(=O)N(C)C)cc1	8.6	-0.3	34.8	5.4	-0.3	1.6	-1.5	8.5
Brc1ccc2[nH]c3nc(SCCN4CCOCC4)nnc3c2c1	24.6	3.9	-17.5	0.8	4.4	4.9	-4.6	-23.2&10.3
CC1=C(C(N)=O)C(c2cccs2)NC(=O)N1 (stereo unspecified)	-5.5	/	-0.1	-1.5	-5.8	-1.4	-9.0	7.3
S=C(NCCCN1CCOCC1)NC1CCCC1	-4.1	3.3	5.6	/	-0.6	-8.8	5.4	/
COc1ccc(CN2CCN(Cc3ccccc3)C(CCO)C2)cc1OC (stereo unspecified)	-1.8	5.3	4.4	/	-12.5	0.0	4.9	/
CC(=O)c1c(C)[nH]c(C(=O)CN2C(=O)NC3(CCCCC3C)C2=O)c1C (stereo unspecified)	6.5	-1.0	11.9	0.8	-2.2	/	-1.5	7.2
COc1ccc(NC(C)c2ccccc2)cc1 (stereo unspecified)	-24.9	-1.0	-9.5	/	-4.5	-0.3	-11.9	2.6
C[C@@H]1CCCCO[C@@H](CN(C)C(=O)C2CCCCC2)[C@H](C)CN([C@H](C)CO)C(=O)c2cc(NC(=O)Nc3ccccc3)ccc2O1	23.5	0.2	13.5	0.5	2.6	-10.4	17.6	-6.2
C[C@@H]1CN([C@@H](C)CO)C(=O)Cc2cc(NC(=O)Nc3cccc4ccccc34)ccc2O[C@H]1CN(C)Cc1ccc(C(F)(F)F)cc1	?	1.7	-1.0	5.9	-30.8	/	17.5	-0.6
O=C(Nc1ccc2c(c1)OCO2)N[C@@H]1CC[C@@H](CC(=O)N2CCN(c3ccccc3)CC2)O[C@H]1CO	10.7	1.1	8.7	1.7	2.3	-2.4	-13.9	-1.1
CCOCCCNS(=O)(=O)c1ccc2c(c1)CCN2C(C)=O	-2.0	/	/	3.3	/	-4.5	/	-13.5
COc1ccc(S(=O)(=O)N2C[C@@H](O)COC[C@@H]3O[C@@H](CC(=O)N[C@@H]4CCN(Cc5ccccc5)C4)CC[C@H]32)cc1	4.5	-1.2	33.3	-1.4	-0.4	2.6	-2.9	-7.3
Cc1cn(C2OC[C@@H](O)[C@@H]2CO)c(=O)[nH]c1=O (stereo partly specified)	-13.8	-1.8	4.2	0.6	-0.6	-5.1	-5.5	-2.0
CCN(CC)CCN(C(=O)c1ccc2ccccc2c1)c1nc2ccc(OC)cc2s1	4.7	-2.7	-6.3	-0.9	-3.2	4.6	/	/
O=C(CN1C(=O)NC2(CCOc3ccccc32)C1=O)Nc1ccc(Br)cc1F (stereo unspecified)	17.5	-2.4	5.5	-1.5	-6.1	5.3	13.9	2.8
O=C(NC[C@H]1[C@@H](c2ccccc2)[C@@H](CO)N1Cc1ccccn1)C1CCC1	12.3	/	11.3	1.2	/	0.0	1.5	8.0
COc1ccc(C)cc1S(=O)(=O)N1CCN(C(=O)c2ncoc2-c2ccc(C)cc2)CC1	0.9	-1.4	12.1	-6.6	2.5	11.8	1.8	4.1
Cc1ccc(NC(=O)CCS(=O)(=O)c2ccccc2)cc1S(=O)(=O)N1CCOCC1	6.8	-0.4	7.8	/	-0.8	-2.4	1.5	-32.2
O=C(COc1ccccc1[N+](=O)[O-])N(Cc1ccco1)C1CCS(=O)(=O)C1 (stereo unspecified)	17.2	-2.0	-21.1	-0.9	-2.5	6.3	8.3	7.5
O=C(O)c1cccc2c1C(=O)c1cc([N+](=O)[O-])cc([N+](=O)[O-])c1-2	-11.5	-6.0	-8.5	-1.2	-3.1	2.2	-0.9	1.6
C[C@H](CO)N1C[C@H](C)[C@H](CN(C)S(=O)(=O)c2ccc(Oc3ccccc3)nc2)OCc2cn(nn2)CCCC1=O	5.9	-7.2	-16.1	/	3.4	12.8	-10.9	-0.9
CCNC(=O)C[C@H]1CC[C@@H]2[C@@H](COc3ccc(NC(=O)C4CCCCC4)cc3C(=O)N2C)O1	-9.5	0.1	-16.6	0.2	6.5	-3.4	-4.3	6.5
C[C@H](CO)N1C[C@H](C)[C@H](CN(C)C(=O)Nc2ccc3c(c2)OCO3)Oc2ccc(NS(=O)(=O)c3cn(C)cn3)cc2C1=O	/	2.9	9.9	-5.8	-14.3	/	-29.8	1.4
Cc1ccc(-c2ccc3c(c2)O[C@@H](CN(C)Cc2cccc(C(=O)O)c2)[C@H](C)CN([C@H](C)CO)S3(=O)=O)cc1	/	0.1	-2.8	0.0	18.9	/	3.9	9.2
c1ccc(CSc2ccc3nnc(-c4ccccn4)n3n2)cc1	10.4	4.4	-8.6	/	10.6	0.6	12.1	1.8
COC(=O)c1ccc(Nc2nnc(-c3ccc(C)c(S(=O)(=O)NCC4CCCO4)c3)c3ccccc23)cc1 (stereo unspecified)	11.7	/	-8.7	-0.1	/	8.9	/	/
C=CCNC(=O)C(=O)NN=C1CCN(C)CC1	/	-2.3	-0.2	/	-2.4	/	9.1	-9.2
CCCNC(=O)N1CC2(CCN(Cc3cccc(OC)c3)CC2)c2c(n(C)c3cc(OC)ccc23)[C@@H]1CO	/	20.0	-13.6	/	4.0	12.0	-8.5	4.3
O=C(Nc1ccc(N2CCOCC2)cc1)c1ccc([N+](=O)[O-])cc1	-26.1	-4.2	-38.2	/	-1.3	-14.4	-24.9	1.6
CCOC(=O)C1(CC2CCCCO2)CCN(C(=O)Nc2ccccc2)CC1 (stereo unspecified)	-13.0	2.8	-16.6	3.0	-9.0	3.4	-36.9	-8.6
COc1ccc(NC(=O)Nc2ccc3c(c2)[C@H]2C[C@H](CC(=O)NCc4ccncc4)O[C@@H](CO)[C@H]2O3)cc1	-1.4	-3.5	-0.3	-1.1	-49.8	/	-7.1	2.9
O=C(CCCn1c(=O)c2ccccc2n(CC(=O)N2CCN(c3ccccc3)CC2)c1=O)NCc1ccco1	-21.0	/	-9.8	-0.7	0.2	5.5	-3.2	-12.4
O=C(Nc1ccc2nc(-c3cccs3)[nH]c2c1)c1cccs1	-21.9	/	/	1.9	/	9.0	/	27.6
CC(C)c1cc(C(=O)O)c2ccccc2n1	-3.8	/	9.2	-0.8	-0.6	-2.8	19.9	-4.7
COC(=O)c1ccc(NC(=O)CN2CCN(CC#N)CC2)cc1	-10.2	-1.7	-10.9	2.8	-1.4	-3.0	-8.0	2.0
CC(=O)c1cccc(NC(=O)C2CCCN2S(=O)(=O)c2ccccc2C(F)(F)F)c1 (stereo unspecified)	1.5	-1.2	-15.7	2.6	6.0	-4.6	7.2	/
O=C(NC1CCSC1)c1cccc(Cl)c1 (stereo unspecified)	-11.6	-0.6	/	-4.1	3.7	-3.4	7.0	0.6
COc1ccccc1N1CCN(C(=O)CCCC2=NS(=O)(=O)c3ccccc3N2)CC1	2.1	/	14.2	1.3	3.5	-6.4	-6.0	12.2
C[C@H]1CN([C@@H](C)CO)C(=O)c2cccc(N(C)C)c2O[C@@H]1CN(C)Cc1ccc2c(c1)OCO2	-8.7	9.2	-3.0	6.5	-3.6	0.4	2.9	-1.9
Cc1ccc(S(=O)(=O)NNC(=O)C2CC=CCC2C(=O)O)cc1 (stereo unspecified)	-13.6	-4.2	0.6	/	-4.9	/	-3.8	1.4
Brc1ccccc1OCCN1CCCC1	-11.7	-1.9	0.0	-4.4	-6.0	-7.4	-9.1	/
COc1cc(OC)c(OC)cc1CN1CCN(c2ccccc2OC)CC1	/	/	17.0	-4.6	/	1.5	/	0.2
